Source: PubChem BioAssay
RBBP9 inh – blocks human serine hydrolase RBBP9 | O75884 | recombinant RBBP9, FP-Rh probe fluorescence polarization | inhibition, % at 7.94 µM | hit rate 0.2% among 220,000;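 active means inhibition above the campaign mean of all tested compounds plus 3 SD, cut at about 14% in these data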;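 further: plate controls were DMSO wells with RBBP9 for no effect and wells lacking RBBP9 protein for full effect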
Target sequence (O75884 whole entry, looked up): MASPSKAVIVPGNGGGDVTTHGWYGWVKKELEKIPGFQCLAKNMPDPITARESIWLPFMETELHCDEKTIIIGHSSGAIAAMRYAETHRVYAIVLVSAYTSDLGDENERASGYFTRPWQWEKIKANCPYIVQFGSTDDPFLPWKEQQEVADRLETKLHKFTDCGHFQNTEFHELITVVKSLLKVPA
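System: RBBP9 protein / Buffer or medium: Tris/NaCl buffer pH 8.0 with 0.1% Pluronic / Probe or stimulus: Serine-hydrolase probe FP-Rh, 375 nM pre-mixing / Dosing: 7.94 µM single dose, 0.794% DMSO / Times: enzyme-compound preincubation 30 min, then probe labeling 45 min, 25 °C / Technique: fluorescence polarization (mP), excitation 525 nm, emission 598 nm / Replication: singlicate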
TNF necrop inh – inhibitors of TNF-alpha induced necroptosis in Jurkat FADD-/- cells. AID 463075. hit rate 0.068% among 220,000. Jurkat FADD-/- TNF necroptosis rescue, ATP luminescence, 24 h; 0 = TNF only, 100 = no-TNF cells. activation (protection from cell death), % at 10 µM;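 active means activation, meaning protection from cell death, of at least 50% relative to plate controls; inactive means activation below 50%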;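 further: necroptosis triggered by 40 ng/mL TNF-alpha added together with compound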
Runt-CBFb FRET – blocks binding of human RUNX1 Runt domain to CBFb | Q01196+Q13951 | Cerulean-Runt/Venus-CBFb FRET ratio 530/480, 1 h | inhibition, % at 20 µM | hit rate 0.46% among 220,000 | AID 1496;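 active means inhibition over about 50% at 20 µM in the single-dose screen, limit read from the data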;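 further: 0% = DMSO wells and 100% = excess unlabeled CBFb competitor control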
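Assay system: Cerulean-tagged RUNX1 Runt domain (FRET donor) fusion protein / Amount: 100 nM each of Venus-CBFb and Cerulean-Runt domain / Medium: Tris buffer pH 7.5 with salts and BSA / Also added: Venus-CBFb 100 nM / Schedule: 1 h complex formation plus 1 h compound treatment, room temperature / Signal: FRET fluorescence / Read-out: loss of energy transfer signal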
zVAD death inh – blocks zVAD induced death of L929 cells; L929 zVAD necroptosis rescue, ATP luminescence, 24 h; with zVAD 60 µM; viability rescue, % at 10 µM; hit rate 0.38% among 220,000; AID 1377;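 active means activation, scaled between plate controls, above about 75%, limit read from the data; inactive means activation under that limit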;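 further: 0% = zVAD with DMSO and 100% = DMSO alone without zVAD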
EP2 antag – EP2 receptor (human) inhibition. P43116. C6 glioma cells expressing human EP2, cAMP TR-FRET; cells stimulated with saturating PGE2. inhibition, % at 25 µM. hit rate 0.52% among 260,000;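 active means percent inhibition above 40 after rounding to a whole number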;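 further: rat C6 glioma host cells with rolipram phosphodiesterase inhibitor present; the protocol text gives 20 µM as final concentration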
Target sequence (P43116 whole entry, looked up): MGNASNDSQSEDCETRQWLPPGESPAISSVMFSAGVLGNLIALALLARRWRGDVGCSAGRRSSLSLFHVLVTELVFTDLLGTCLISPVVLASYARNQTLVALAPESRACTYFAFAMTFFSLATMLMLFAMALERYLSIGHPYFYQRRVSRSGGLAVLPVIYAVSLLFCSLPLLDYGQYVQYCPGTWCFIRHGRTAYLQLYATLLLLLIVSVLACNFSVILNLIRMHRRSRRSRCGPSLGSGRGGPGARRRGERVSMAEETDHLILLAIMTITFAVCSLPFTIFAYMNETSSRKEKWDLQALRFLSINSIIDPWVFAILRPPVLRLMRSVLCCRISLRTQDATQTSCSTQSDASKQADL
EP2 modulator – modulates human prostaglandin E2 receptor EP2 signaling; induction, % at 25 µM; EP2-expressing cells, cAMP HTRF FRET, PGE2 co-stimulation; hit rate 0.83% among 260,000; P43116; AID 940;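 active means compounds whose cAMP rise, as percent of the full-agonist control response, exceeds 60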;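 further: rat C6 glioma line stably carrying human EP2 under a CMV promoter; the protocol text gives 20 µM as final concentration; 100% = response of wells given 1 µM PGE2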
PERK inhibitor – inhibitors of human PERK kinase | Q9NZJ5 | CHO PERK-DD fusion, SEAP luminescence translation reporter | inhibition, % at 5.6 µM | hit rate 0.17% among 220,000 | AID 1416;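 active means inhibition above the mean inhibition of all tested compounds plus 3 SD, set separately per screening campaign, cut at about 2.9% in these data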;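 further: PERK kinase domain activated by AP20187 dimerizer at 100 nM; 0% = DMSO with dimerizer and 100% = rapamycin at 8.4 µM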
Runt-SMMHC FRET – inhibitors of human RUNX1 Runt domain binding to CBFb-SMMHC; Cerulean-Runt/Venus-CBFb-SMMHC FRET ratio 530/480, 1 h; AID 1434; Q01196+Q13951; inhibition, % at 20 µM; hit rate 0.74% among 220,000;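 active means mean inhibition across duplicate retests at 20 µM reaching about 50%, limit read from the data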;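 further: 0% = DMSO wells and 100% = wells with excess untagged CBFb-SMMHC; inhibitors lower the FRET ratio by blocking Runt binding to CBFb-SMMHC; some results filed as inactive read as strong as hits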
Hck-Nef inh – human Hck-Nef kinase inhibition; Recombinant Hck-YEEI plus Nef, Z-Lyte FRET kinase assay; inhibition, % at 20 µM; hit rate 0.68% among 220,000;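 active means Hck-Nef kinase inhibition above about 50%, limit read from the data; inactive means inhibition below that limit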;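 further: 0% = DMSO with Hck plus Nef and 100% = Hck alone without Nef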
Target sequence (P08631 whole entry, looked up): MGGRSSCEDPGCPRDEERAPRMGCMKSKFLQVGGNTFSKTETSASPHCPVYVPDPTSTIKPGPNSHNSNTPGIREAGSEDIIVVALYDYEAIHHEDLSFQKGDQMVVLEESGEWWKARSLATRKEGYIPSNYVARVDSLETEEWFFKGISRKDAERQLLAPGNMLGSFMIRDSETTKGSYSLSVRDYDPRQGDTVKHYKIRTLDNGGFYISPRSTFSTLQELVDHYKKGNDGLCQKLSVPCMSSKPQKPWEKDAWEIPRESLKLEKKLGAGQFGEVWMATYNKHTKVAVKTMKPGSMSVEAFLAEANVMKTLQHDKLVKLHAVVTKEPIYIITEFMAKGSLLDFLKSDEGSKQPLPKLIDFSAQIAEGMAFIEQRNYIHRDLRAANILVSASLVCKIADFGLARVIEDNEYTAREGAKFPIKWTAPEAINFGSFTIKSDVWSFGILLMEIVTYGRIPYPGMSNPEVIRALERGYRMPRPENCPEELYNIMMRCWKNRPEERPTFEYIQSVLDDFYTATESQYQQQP
The depositor's hits bear a star; . = no result given; & = joins results of further samples.

SMILES,RBBP9 inh,TNF necrop inh,Runt-CBFb FRET,zVAD death inh,EP2 antag,EP2 modulator,PERK inhibitor,Runt-SMMHC FRET,Hck-Nef inh
Cc1ccc(S(=O)(=O)N/N=C\c2cccnc2)cc1,-3,-1.7,0,0.1,21,1,1.4,-2,1
Cc1[nH]ccc(=O)c1OCc1ccc(Cl)cc1,4,-2.6,2,-0.2,4,5,1.4,3,1
CC(=O)c1cccc(Nc2cc(C)nc3ccccc23)c1,-1,2.6,2,0.1,3,-5,1.5,0,29
O=C(c1noc2c1CCCC2)N1CCC(CO)(Cc2ccccc2Cl)CC1,7,2.9,0,0.2,9,-61,-0.1,2,18
CCCCC(c1nnnn1CS(=O)(=O)c1ccc(C)cc1)N1CCN(C)CC1 (stereo not given),-6,0.8,.,3.2,6,-13,-0.1,.,18
N#CCC(=O)N/N=C/c1cc([N+](=O)[O-])ccc1N1CCOCC1,-7,0.5,2,2.2,3,-18,0.3,-3,26
COc1ccccc1-c1nc(=S)c(C(C)=O)c(C)[nH]1,-5,0.3,0,1.0,5,17,1.1,-1,17
Cc1ccc(NC2OC(CO)C(O)C2O)cc1[N+](=O)[O-] (stereo not given),-1,-0.5,2,.,5,13,0.4,-3,-1
COc1ccc(NC(=O)COc2ccc(C(=O)NC3CCCc4ccccc43)cc2OC)cc1 (stereo not given),-1,1.4,-2,2.8,5,15,0.1,-18,2
COC(=O)c1ccc(C(NC(=O)c2cccnc2)NC(=O)c2cccnc2)cc1,-9,-0.1,0,-0.7,4,-3,0.3,-2,-2
O=C(NCC1CCCO1)c1ccc2c(=O)n(Cc3cccc(Br)c3)c(=S)[nH]c2c1 (stereo not given),-8,-0.8,1,1.4,2,-14,0.4,-2,-4
CCOc1ccc(N2C(=O)CC(NC3CCCCNC3=O)C2=O)cc1 (stereo not given),10,0.8,0,-0.6,18,21,1.0,3,9
CN(Cc1ccccc1)C(=O)C1CCN(S(=O)(=O)c2cc([N+](=O)[O-])ccc2Cl)CC1,-14,-1.7,1,-1.1,5,13,-1.3,-1,-1
Cc1cccc(-n2c(Cc3cc(=O)[nH]c(=O)[nH]3)nnc2SCC(=O)NCc2ccco2)c1,-2,-1.9,.,0.0,.,.,1.2,.,2
Cc1nc(C(=O)N(C)C)nn1-c1cc(Cl)ccc1Cl,5,-1.5,0,1.1,5,17,1.2,3,2
CNC(=O)Nc1ccc(C2SCCS2)cc1,-7,-5.0,1,2.3,6,-5,1.2,2,3
NS(=O)(=O)c1ccc(Nc2nc(-c3cccc([N+](=O)[O-])c3)cs2)cc1,2,2.7,-4,1.2,14,-55,0.4,-12,23
COCCCn1c(SCc2nc3ccccc3c(=O)[nH]2)nc2ccccc2c1=O,-11,0.6,0,-0.9,14,-3,-2.4,3,-20
O=C(c1cccc(F)c1)N1CCN(S(=O)(=O)c2ccccc2)CC1,10,0.3,0,0.1,17,-11,0.0,-1,0
Cc1ccc(NC(=O)CN2C(=O)c3ccccc3C2=O)nc1,-5,0.1,-1,-0.3,6,4,1.1,-2,12
CCOc1cccc(C(=O)Nc2ccc3oc(-c4cccnc4)nc3c2)c1,0,-3.3,1,1.2,11,-69,-1.0,0,15
CCOc1ccc(N2C(=O)CC(N(CCc3ccc(OC)c(OC)c3)C(=S)Nc3ccccc3)C2=O)cc1 (stereo not given),-6,0.8,-3,0.2,0,-32,0.3,-4,12
O=C(CSc1nc2ccccc2c(=O)n1-c1ccc(F)cc1F)Nc1ccc(N2CCOCC2)cc1,2,1.7,-1,.,8,-3,1.2,-2,5
CCOC(=O)c1cc2c(=O)n3cccc(C)c3nc2n(CCOC)c1=NC(C)=O,-11,1.8,94*,0.6,10,20,-0.6,87*,87*
Cc1ccc(C2CC(=O)C=C(NCc3ccccc3)C2)cc1 (stereo not given),-7,-7.7,1,0.6,3,-38,0.3,4,28
COc1ccc(NC(=O)C(NC(=O)CNC(C)=O)c2ccc(C)cc2)cc1 (stereo not given),-10,0.3,2,-0.1,4,1,-0.6,-2,-2
CC(C(=O)Nc1ccccn1)N1C(=O)C2C3C=CC(C3)C2C1=O (stereo not given),-3,0.8,-1,3.6,3,9,-0.8,-8,0
O=c1c2cnn(-c3ccccc3)c2ncn1Cc1cccnc1,-3,-0.6,1,0.0,1,17,-0.4,2,-1
Cc1cc(OC(=O)C2CC2)c([N+](=O)[O-])c(=O)[nH]1,5,-0.2,3,0.7,4,33,0.2,3,4
COc1ccc(NC(=O)c2cc(OC)c(OC)c(OC)c2)cn1,1,-1.2,10,-0.1,5,0,-1.3,-4,14
O=C(Nc1ccc2c(c1)OCCO2)C1CCCN(c2ncccn2)C1 (stereo not given),-1,-2.7,3,0.3,7,15,0.2,0,1
CCOc1ccc(NC(=O)CNC(=O)c2ccc(OC)cc2)cc1,-2,0.2,1,0.9,9,23,0.8,-7,-1
Cc1ccc(NC(=O)N(Cc2cccnc2)Cc2ccco2)cc1C,-1,-0.9,-1,0.4,9,20,0.8,3,1
CCOC(=O)C(NC(=O)CC)(N1CCc2ccccc2C1)C(F)(F)F (stereo not given),3,-0.1,0,0.0,5,18,0.8,1,1
O=C(COC(=O)[C@@H]1CCCN1S(=O)(=O)c1ccc(Cl)cc1)NCC(F)(F)F,-5,1.0,0,1.2,4,-9,0.7,5,3
Cn1cccc1Cc1nnc(SCC(=O)N2CCN(c3ccccc3)CC2)n1-c1ccc(F)cc1,-4,-3.2,-2,-0.3,1,-5,-0.7,1,-1
Cc1nnc(NC(=O)CSc2nc(C3CCCCC3)nc3ccccc23)s1,-4,-4.2,2,1.1,19,37,0.7,6,-1
Cc1ccc(-c2nc(CS(=O)CC(=O)NCc3ccccc3)c(C)o2)cc1 (stereo not given),-9,-0.8,1,-0.3,10,2,-0.9,-1,1
COc1cccc(N(C(=O)CCl)C(C(=O)NCCc2ccccc2)c2cccs2)c1 (stereo not given),-10,-13,0,0.4,16,14,-0.8,-3,0
CCOC(=O)c1[nH]c(C)c(C(=O)Nc2ccc(C)c(F)c2)c1C,-6,-5.5,-3,6.8,9,-9,-0.2,1,-9
COc1ccc(CSc2nnc(NC(C)=O)s2)cc1[N+](=O)[O-],-12,-0.3,-13,1.3,2,6,0.7,3,18
COc1ccccc1-c1noc(-c2cccs2)n1,0,-1.0,-1,0.2,8,16,0.1,-1,-1
Cc1ncsc1C(=O)N1CCCC(CNS(=O)(=O)c2cccs2)C1 (stereo not given),-7,0.2,0,30,7,19,-0.6,1,19
O=C(CSc1ncnc2sc3c(c12)CCCC3)N1CCC(c2noc3ccc(F)cc23)CC1,-11,2.4,2,-0.2,2,-9,0.6,-5,-1
O=C(COC(=O)c1ccccn1)NCc1ccccc1Cl,0,3.3,1,0.7,8,16,0.3,-6,-27
Cc1ccc(OCC(O)CNCc2ccccc2)cc1C (stereo not given),-5,5.5,1,0.4,10,-25,-0.2,3,16
COc1ccccc1CNc1ncnc2c1cnn2-c1ccccc1,.,1.3,2,0.0,11,-3,.,-1,37
Cc1cccc(NC2=C(C#N)C(=O)NC3(CCCC3)S2)c1,0,0.1,1,0.0,3,-7,0.3,1,8

Three entries already listed, ordered by the number in Hck-Nef inh, low to high:
Molecule	Hck-Nef inh
Cc1nnc(NC(=O)CSc2nc(C3CCCCC3)nc3ccccc23)s1	-1
N#CCC(=O)N/N=C/c1cc([N+](=O)[O-])ccc1N1CCOCC1	26
CCOC(=O)c1cc2c(=O)n3cccc(C)c3nc2n(CCOC)c1=NC(C)=O	87*

(cont.)
SMILES,RBBP9 inh,TNF necrop inh,Runt-CBFb FRET,zVAD death inh,EP2 antag,EP2 modulator,PERK inhibitor,Runt-SMMHC FRET,Hck-Nef inh
CC1CN(c2ccc(Cl)cc2[N+](=O)[O-])CCN1S(C)(=O)=O (stereo not given),7,1.5,1,-0.1,8,-3,1.9,3,18
COc1ccc(OC)c(Nc2ncnc3c2cnn3-c2ccccc2)c1,-19,0.0,0,-0.4,5,-27,-0.2,-2,-10
CN1CCN(C(=O)c2ccc(-n3cccn3)nc2)CC1,2,1.5,2,2.4,6,10,0.6,1,23
CC(c1ccon1)N(C)Cc1cn[nH]c1-c1ccc(F)cc1F (stereo not given),-1,5.5,1,1.2,18,9,0.0,0,11
CCCNC(=O)NC1CCCCCCC1,-14,-0.1,-2,0.3,6,5,1.2,-2,8
Cc1cc(C)c(NC(=O)CSc2nncn2-c2cccnc2)c(C)c1,-3,0.4,-2,1.3,9,29,1.7,-2,18
CCN(CC)S(=O)(=O)c1cccc(C(=O)OCC(=O)c2ccc3c(c2)OCCO3)c1,-7,-0.1,0,1.1,11,18,0.6,2,-16
O=C1CN(C(=O)COC(=O)/C=C/c2ccco2)c2ccccc2N1,-4,0.7,4,5.1,2,-12,1.3,2,53*
COC(=O)c1c(C(=O)OC)c2oc3ccccc3n2c1Cl,0,0.7,1,1.1,14,1,0.6,-3,2
CCC(=O)NC1=C(C#N)C2(CCCC2)Cc2ccccc21,-5,1.2,0,0.8,10,13,0.7,1,2
COc1ccc(S(=O)(=O)NCc2cc(-c3ccccc3Cl)no2)cc1,-13,5.2,-2,-0.3,4,-57,-0.3,1,19
CN(C)C=Nc1nonc1-c1ccc(Cl)cc1,-1,-0.2,0,0.0,11,10,2.8,-2,6
CN1CCN(C=Nc2nc3ccccc3nc2N2CCCC2)CC1,4,0.6,16,0.3,8,21,0.4,13,7
O=C(NCCSc1c(-c2ccccc2)[nH]c2ccccc12)c1cc2ccccc2oc1=O,-8,0.2,-2,1.1,9,34,1.2,2,-1
Cc1ccc2cc(C(c3nnnn3C3CCCC3)N3CCOCC3)c(=O)[nH]c2c1C (stereo not given),-2,1.1,-13,0.0,7,-10,-0.5,-2,1
CC(C)(C)N(NC(=O)c1ccccc1)C(=O)c1ccc(C(=O)N(NC(=O)c2ccccc2)C(C)(C)C)cc1,-7,0.7,-3,0.5,9,14,0.2,5,3
Fc1ccc(SCCc2ccccn2)cc1,-7&-14,0.7&2.1,-2&0,-0.5&-0.3,10&10,-24&10,1.0&-0.3,0&2,4&-16
CCCc1nc(SCC(=O)N2CCCc3ccccc32)c2c(=O)n(C)c(=O)n(C)c2n1,1,-7.0,-4,-0.6,9,26,0.3,-2,23
COc1cc(NC(=O)CCN2CCN(c3ccccc3F)CC2)cc(OC)c1,-1,3.1,-3,2.9,11,-8,-1.1,2,-2

Only part of the results is shown; the hit share may differ from the screen's.
